From PubChem BioAssay
Vc quorum ag = inducers of Vibrio cholerae quorum light production without autoinducers. V. cholerae BH1578 lux reporter, luminescence, 6 h. activation, % at 18.7 µM. actives 0.16% (n = 350,000); in the data active means activation mostly above about 9.7%, no sharp cut-off; inconclusive means no clear call, values can overlap the other calls; inactive means mostly below about 3.7%; further: not every result past the cut was called active; inactives centre near 0; reference of the scale not given here
PriA SSB inh = K. pneumoniae PriA-SSBct interaction inhibition; AlphaScreen SSBct-PriA binding, biotinylated peptide; inhibition, % at 33 µM; actives 0.6% (n = 430,000); AID 1272365; in the data active means inhibition mostly above about 37%, no sharp cut-off; inactive means mostly below about 20%;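 further: plate controls were negative control peptide for no effect and reference peptide for full effect; strong numbers were not always called active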
Yp Topo-I inh = Y. pestis Topo-I inhibition via cleavage products; Y. pestis Topo-I cleavage product accumulation, plate reader; activity, % at 10 µM; actives 0.064% (n = 360,000); AID 504884; in the data active means activity above about 50%, passing the limit was not always enough; inconclusive means no clear call, values can overlap the other calls; further: inactives centre near 2
PfHsp40 yeast = restores yeast growth despite PfHsp40 toxicity | S. cerevisiae expressing PfHsp40, growth rescue, ATP luminescence | growth rescue, % at 12.5 µM | actives 0.68% (n = 340,000) | AID 504582; in the data active means growth rescue above about 28%, passing the limit was not always enough; inconclusive means no clear call, values can overlap the other calls;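 further: yeast W303a lacking pdr1 and pdr3 grown in galactose medium; growth measured after three days at 30 °C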
TcdB inh = blocks C. difficile toxin B glycohydrolase activity. P18177. TcdB glycohydrolase enzymatic assay, plate reader. inhibition, % at 9.99 µM. actives 0.24% (n = 350,000). AID 652162; in the data active means inhibition above about 10%
MazEF act = activators of E. coli MazEF toxin-antitoxin RNase; P0AE70; FAM/BHQ RNA-DNA oligo cleavage fluorescence, 5 h; activation, % at 20 µM; actives 0.32% (n = 350,000); AID 504720; in the data active means activation above about 50%
Target sequence (P0AE70 whole entry, looked up): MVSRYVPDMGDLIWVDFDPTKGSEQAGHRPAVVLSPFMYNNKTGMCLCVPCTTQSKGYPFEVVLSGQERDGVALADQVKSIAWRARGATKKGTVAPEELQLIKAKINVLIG
SARS 3CLpro inh = SARS-CoV 3CLpro protease inhibition. P0C6X7. actives 0.14% (n = 290,000). inhibition, % at 6 µM. recombinant SARS-CoV 3CLpro, quenched FRET peptide cleavage. AID 1706; in the data active means inhibition above about 12%
DUSP3 inh = inhibitors of human VHR1 phosphatase (DUSP3); P51452; inhibition, % at 13.3 µM; recombinant VHR phosphatase, pNPP absorbance; actives 0.52% (n = 290,000); in the data active means inhibition above about 50%; further: some compounds called inactive have numbers as strong as hits
Target sequence (P51452 whole entry, looked up): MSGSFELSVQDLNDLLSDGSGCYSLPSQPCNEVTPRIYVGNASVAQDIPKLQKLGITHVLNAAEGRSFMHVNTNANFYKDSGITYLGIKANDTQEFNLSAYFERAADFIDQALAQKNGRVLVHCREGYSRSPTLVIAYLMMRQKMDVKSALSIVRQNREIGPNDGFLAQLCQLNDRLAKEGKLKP
Anthrax LF inh2 = blocks Bacillus anthracis lethal factor protease; P15917; multiplex microsphere protease cleavage assay, LF; inhibition, % at 10 µM; actives 0.12% (n = 360,000); AID 588501; in the data active means inhibition above about 30%; inconclusive means no clear call, values can overlap the other calls; further: plate controls were buffer without enzyme for full effect and enzyme alone for no effect
Target sequence (P15917 whole entry, looked up): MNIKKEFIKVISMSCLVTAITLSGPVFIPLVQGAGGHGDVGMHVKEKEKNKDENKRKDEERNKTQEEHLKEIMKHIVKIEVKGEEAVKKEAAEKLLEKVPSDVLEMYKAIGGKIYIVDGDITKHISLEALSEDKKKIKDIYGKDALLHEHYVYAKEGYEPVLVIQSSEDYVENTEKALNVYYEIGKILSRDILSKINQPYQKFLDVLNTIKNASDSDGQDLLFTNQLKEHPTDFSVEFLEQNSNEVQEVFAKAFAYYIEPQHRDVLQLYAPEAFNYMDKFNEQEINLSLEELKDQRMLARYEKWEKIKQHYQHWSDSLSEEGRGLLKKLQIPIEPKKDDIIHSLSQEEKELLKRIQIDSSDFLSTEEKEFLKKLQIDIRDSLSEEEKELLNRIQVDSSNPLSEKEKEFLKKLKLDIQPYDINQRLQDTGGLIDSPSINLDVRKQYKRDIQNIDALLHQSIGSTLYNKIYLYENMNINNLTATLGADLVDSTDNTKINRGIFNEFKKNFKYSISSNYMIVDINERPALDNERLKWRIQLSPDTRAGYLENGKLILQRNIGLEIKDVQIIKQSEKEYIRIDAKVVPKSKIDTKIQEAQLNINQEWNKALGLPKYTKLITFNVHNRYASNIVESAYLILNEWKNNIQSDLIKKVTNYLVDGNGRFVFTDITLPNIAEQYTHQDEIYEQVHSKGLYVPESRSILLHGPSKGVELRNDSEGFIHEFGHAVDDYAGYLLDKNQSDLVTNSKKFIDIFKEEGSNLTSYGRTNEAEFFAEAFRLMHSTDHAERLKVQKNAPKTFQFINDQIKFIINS
Rv3671c inh = Rv3671c (M. tuberculosis) protease inhibition; P9WHR9; AID 2606; actives 0.048% (n = 320,000); inhibition, % at 5.96 µM; in the data active means inhibition above about 38%;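 further: extracellular domain of Rv3671c used as enzyme; 0% = enzyme with DMSO and 100% = no enzyme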
Active calls of the source: *; & = joins results of further samples. Some of the compounds tested, so the mix of outcomes need not match the whole.

How did Cc1ccc(Nc2cc(C)nc3ccccc23)c(C)c1 do in these assays?
Vc quorum ag: -0.4; PriA SSB inh: 4; Yp Topo-I inh: 2; PfHsp40 yeast: 0.3; TcdB inh: 0.6; MazEF act: 12; Anthrax LF inh2: -12; Rv3671c inh: 2

What do the screens show for `CCc1nnc(NC(=O)CN2CCN(Cc3ccc(C)cc3)CC2)s1`?
Vc quorum ag: -2.1; PriA SSB inh: -4; Yp Topo-I inh: -2; PfHsp40 yeast: -1.1; TcdB inh: 0.2; MazEF act: -2; SARS 3CLpro inh: -4; DUSP3 inh: 11; Anthrax LF inh2: 5; Rv3671c inh: 4

How did Clc1cccc(CSc2ncnc3c2ncn3C2CCCCO2)c1 (stereo not given) do in these assays?
Vc quorum ag: 0.8; PriA SSB inh: -14; Yp Topo-I inh: 39; PfHsp40 yeast: 7.2; TcdB inh: 0.1; MazEF act: 1; Anthrax LF inh2: 0

How did CC(=O)Nc1cccc(NC(=O)/C=C/c2ccc(S(=O)(=O)N3CCOCC3)cc2)c1 do in these assays?
Vc quorum ag: inactive; PriA SSB inh: -5; Yp Topo-I inh: -2; PfHsp40 yeast: 0.6; TcdB inh: 3.2; MazEF act: -7; Anthrax LF inh2: 2; Rv3671c inh: -5

What do the screens show for `CCCCNC(=S)NNC(=O)c1csc(CC)c1`?
Vc quorum ag: -0.3; PriA SSB inh: -11; Yp Topo-I inh: 7; PfHsp40 yeast: 0.7; MazEF act: 3; SARS 3CLpro inh: -2; DUSP3 inh: 9; Anthrax LF inh2: -3; Rv3671c inh: 5

Results for COc1ccc(-n2c(Cc3cccn3C)nnc2SCC(=O)Nc2nccs2)cc1 ?
Vc quorum ag: 0.2; PriA SSB inh: 15; Yp Topo-I inh: 0; PfHsp40 yeast: -0.1; TcdB inh: 0.6; MazEF act: -2; SARS 3CLpro inh: 3; DUSP3 inh: 25; Anthrax LF inh2: 2; Rv3671c inh: 0

Results for CC1(C(=O)NS(=O)(=O)c2ccccc2)CCN1C(=O)CCc1ccc(Cl)cc1Cl (stereo not given) ?
Vc quorum ag: -0.9; Yp Topo-I inh: 6; TcdB inh: -0.8; Anthrax LF inh2: -3

Results for O=S(=O)(CCN1CCN(c2ccccc2O)CC1)c1ccc(Cl)cc1 ?
Vc quorum ag: inactive; Yp Topo-I inh: -8; TcdB inh: -1.5; MazEF act: 1; Anthrax LF inh2: -3

How did CCOc1ccc(CCNC(=O)c2ccc(NC3=NC4CS(=O)(=O)CC4S3)cc2)cc1 (stereo not given) do in these assays?
Vc quorum ag: -0.3; PriA SSB inh: 4; Yp Topo-I inh: 2; PfHsp40 yeast: 0.3; TcdB inh: 0.1; MazEF act: -10; SARS 3CLpro inh: 0; DUSP3 inh: -2; Anthrax LF inh2: 1; Rv3671c inh: 0

What do the screens show for `CCC1CCc2c(sc(NC(=O)C3CC=CCC3C(=O)O)c2C#N)C1` (stereo not given)?
Vc quorum ag: inactive; PriA SSB inh: -21; Yp Topo-I inh: 1; PfHsp40 yeast: 2.4; TcdB inh: 0.2; MazEF act: -2; SARS 3CLpro inh: 0; DUSP3 inh: -5; Anthrax LF inh2: -2; Rv3671c inh: -5

What do the screens show for `COc1cc(OC)c(CN2CCCCCCC2)cc1Br`?
Vc quorum ag: -0.6; PriA SSB inh: -9; Yp Topo-I inh: -2; PfHsp40 yeast: 0.2; TcdB inh: 0.4; MazEF act: 8; SARS 3CLpro inh: 0; DUSP3 inh: 6; Anthrax LF inh2: 1; Rv3671c inh: 5

What do the screens show for `CCCC(=O)c1c[nH]c(C(=O)NCc2cccnc2)c1`?
Vc quorum ag: 0.8; PriA SSB inh: 0; Yp Topo-I inh: -16; PfHsp40 yeast: -0.8; TcdB inh: 0.4; MazEF act: -23; SARS 3CLpro inh: -1; DUSP3 inh: -13; Anthrax LF inh2: -4; Rv3671c inh: -2

How did CCCC(=O)Nc1ccc(S(=O)(=O)Nc2nccs2)cc1 do in these assays?
Vc quorum ag: -0.9; PriA SSB inh: 7; Yp Topo-I inh: -8; PfHsp40 yeast: 0.5; TcdB inh: -0.3; MazEF act: 2; Anthrax LF inh2: -5; Rv3671c inh: -6

Results for COc1ccc(-n2c(=O)c(CCC(=O)N3CCN(c4ccccc4O)CC3)nc3ccccc32)cc1 ?
Vc quorum ag: inactive; PriA SSB inh: 9; Yp Topo-I inh: -1; PfHsp40 yeast: -0.7; TcdB inh: 4.5; MazEF act: -3; Anthrax LF inh2: inconclusive; Rv3671c inh: 4

How did COc1ccccc1-n1cc(C(=O)NCC(=O)NCc2ccc(F)cc2)c2ccccc2c1=O do in these assays?
Vc quorum ag: inactive; PriA SSB inh: 4; Yp Topo-I inh: -13; PfHsp40 yeast: -0.4; TcdB inh: 0.7; MazEF act: 11; SARS 3CLpro inh: 8; DUSP3 inh: 19; Anthrax LF inh2: 0; Rv3671c inh: -3

How did N/C(=N\OC(=O)CC1CCCCC1)c1cccc([N+](=O)[O-])c1 do in these assays?
Vc quorum ag: -0.2; Yp Topo-I inh: -6; PfHsp40 yeast: 0.2; MazEF act: -4; SARS 3CLpro inh: -2; DUSP3 inh: -8; Anthrax LF inh2: -4; Rv3671c inh: 2

Results for O=C(c1ccco1)N1CCCN(Cc2nc(Cc3ccccc3)no2)CC1 ?
Vc quorum ag: -0.1; PriA SSB inh: 0; Yp Topo-I inh: 0; PfHsp40 yeast: -0.3; TcdB inh: 0.7; MazEF act: -1; SARS 3CLpro inh: 0; DUSP3 inh: 23; Anthrax LF inh2: 0; Rv3671c inh: 3

How did COc1ccc(S(=O)(=O)N2CCN(C(=O)CSC(=S)N3CCCC3)CC2)cc1 do in these assays?
Vc quorum ag: inactive; PriA SSB inh: -2; Yp Topo-I inh: 24; PfHsp40 yeast: -0.6; TcdB inh: -0.2; MazEF act: 8; Anthrax LF inh2: -12; Rv3671c inh: 0

How did CCCC(c1nnnn1Cc1ccco1)N1CCN(c2cc(Cl)ccc2C)CC1 (stereo not given) do in these assays?
Vc quorum ag: -0.6; PriA SSB inh: 4; Yp Topo-I inh: 35; PfHsp40 yeast: 2.8; MazEF act: -6; SARS 3CLpro inh: 3; DUSP3 inh: 4; Anthrax LF inh2: -6; Rv3671c inh: 2

How did CN(C)C(=O)c1nc2ccc(Cl)cn2c1CNCc1cccc(OC(F)(F)F)c1 do in these assays?
Vc quorum ag: inactive; PriA SSB inh: 4; Yp Topo-I inh: 2; PfHsp40 yeast: 0.4; TcdB inh: 2.3; MazEF act: 3; SARS 3CLpro inh: -6; DUSP3 inh: 17; Anthrax LF inh2: -3; Rv3671c inh: 11

Structural class: the compounds so far with a thiophene ring, fused or not.
What do the screens show for `CCCCNC(=S)NNC(=O)c1csc(CC)c1`?
Vc quorum ag: -0.3; PriA SSB inh: -11; Yp Topo-I inh: 7; PfHsp40 yeast: 0.7; MazEF act: 3; SARS 3CLpro inh: -2; DUSP3 inh: 9; Anthrax LF inh2: -3; Rv3671c inh: 5

What do the screens show for `CCC1CCc2c(sc(NC(=O)C3CC=CCC3C(=O)O)c2C#N)C1` (stereo not given)?
Vc quorum ag: inactive; PriA SSB inh: -21; Yp Topo-I inh: 1; PfHsp40 yeast: 2.4; TcdB inh: 0.2; MazEF act: -2; SARS 3CLpro inh: 0; DUSP3 inh: -5; Anthrax LF inh2: -2; Rv3671c inh: -5

(further entries)
How did NC(=O)c1cccc(-c2cnc(N)c(C(=O)c3cccnc3)n2)c1 do in these assays?
Vc quorum ag: -0.6; PriA SSB inh: 2; Yp Topo-I inh: 0; PfHsp40 yeast: -1.5; MazEF act: -3; Anthrax LF inh2: -3

How did CN1N=C(C(=O)N2CCCC(N3CCN(c4ccc(F)cc4)CC3)C2)CCC1=O (stereo not given) do in these assays?
Vc quorum ag: -2.2; PriA SSB inh: 2; Yp Topo-I inh: 12; PfHsp40 yeast: 0.0; TcdB inh: 2.3; MazEF act: 4; SARS 3CLpro inh: 2; DUSP3 inh: -42; Anthrax LF inh2: 0; Rv3671c inh: 3

Results for CCCc1cc(=O)[nH]c(SCC(=O)N2CCCCCC2)n1 ?
Vc quorum ag: inactive; PriA SSB inh: -6; Yp Topo-I inh: -8; PfHsp40 yeast: -0.4; TcdB inh: 1.6; MazEF act: -6; Anthrax LF inh2: 0; Rv3671c inh: -3

How did O=C(CN1C(=O)c2ccccc2C1=O)Nc1ccccc1C(F)(F)F do in these assays?
Vc quorum ag: inactive; PriA SSB inh: -18; Yp Topo-I inh: 6; PfHsp40 yeast: -1.1; TcdB inh: -0.3; MazEF act: 10; SARS 3CLpro inh: 1; DUSP3 inh: -23; Anthrax LF inh2: -12; Rv3671c inh: 0

Results for O=C1CCCC(O)=C1N=Nc1ccc2c(c1)OCO2 ?
Vc quorum ag: inactive; PriA SSB inh: 16; Yp Topo-I inh: -1; PfHsp40 yeast: 1.1; TcdB inh: -1.9; MazEF act: -10; SARS 3CLpro inh: 0; DUSP3 inh: 4; Anthrax LF inh2: -2; Rv3671c inh: -4

How did COC(=O)C1=C(C)N(Cc2ccccc2)C(=NCc2cc(OC)c(OC)c(OC)c2)N[C@H]1c1ccc(Br)cc1 do in these assays?
Vc quorum ag: inactive; PriA SSB inh: -5; Yp Topo-I inh: 3; PfHsp40 yeast: -1.8; MazEF act: 28; Anthrax LF inh2: 3; Rv3671c inh: 0

Results for CC(C)[C@H](NC(=O)c1ccccc1)C(=O)NC1CCCCCCC1 ?
Vc quorum ag: inactive; PriA SSB inh: -19; Yp Topo-I inh: 3; PfHsp40 yeast: -0.7; TcdB inh: -1.2; MazEF act: 7; Anthrax LF inh2: -12; Rv3671c inh: 10

What do the screens show for `NCCC(=O)NC[C@H]1O[C@@H](n2cnc3c(N)ncnc32)[C@H](O)[C@@H]1O`?
Vc quorum ag: -0.9; PriA SSB inh: 2; Yp Topo-I inh: 9; PfHsp40 yeast: -0.5; TcdB inh: 0.4; MazEF act: 8; Anthrax LF inh2: -6

Results for COc1ccc2nc(NC(=O)Cc3cccs3)sc2c1 ?
Vc quorum ag: -0.1; PriA SSB inh: 10; Yp Topo-I inh: -3; PfHsp40 yeast: 3.0; MazEF act: 3; SARS 3CLpro inh: -8; DUSP3 inh: 19; Anthrax LF inh2: -1; Rv3671c inh: -7

What do the screens show for `Cc1[nH]c(C)c(S(=O)(=O)N2CCCCC2)c1C(=O)N1CCCCC1`?
Vc quorum ag: inactive; PriA SSB inh: -9; Yp Topo-I inh: 5; PfHsp40 yeast: -2.8; TcdB inh: -0.2; MazEF act: 11; SARS 3CLpro inh: -3; DUSP3 inh: -2; Anthrax LF inh2: 0; Rv3671c inh: -3

What do the screens show for `C[C@]12CC[C@@H]3c4ccc(OS(=O)(=O)O)cc4CC[C@H]3[C@@H]1CCC2=O`?
Vc quorum ag: -0.4; PriA SSB inh: -13; Yp Topo-I inh: 8&-1; PfHsp40 yeast: -1.4&0.9; TcdB inh: -2.3&0.0; MazEF act: 1&-15; SARS 3CLpro inh: 0; DUSP3 inh: 24; Anthrax LF inh2: -4&-8; Rv3671c inh: 2&6&-5

How did O=C(O)C1CCCN1S(=O)(=O)c1ccc(Br)cc1 (stereo not given) do in these assays?
Vc quorum ag: 0.3; PriA SSB inh: -9; Yp Topo-I inh: -3; PfHsp40 yeast: 1.4; TcdB inh: 0.5; MazEF act: -10; SARS 3CLpro inh: -1; DUSP3 inh: 24; Anthrax LF inh2: 5; Rv3671c inh: -1

How did CCN(C1CCCCC1)S(=O)(=O)CCNC(=O)c1ccc2c(c1)OCO2 do in these assays?
Vc quorum ag: inactive; PriA SSB inh: -2; Yp Topo-I inh: -10; PfHsp40 yeast: -0.2; TcdB inh: -0.9; MazEF act: 4; Anthrax LF inh2: inconclusive; Rv3671c inh: 1

Results for COC(=O)[C@H](CC(C)C)NC(=O)NCc1ccc(Cl)cc1 ?
Vc quorum ag: -1.0; PriA SSB inh: -24; Yp Topo-I inh: -3; PfHsp40 yeast: -0.3; TcdB inh: 0.1; MazEF act: 5; SARS 3CLpro inh: 3; DUSP3 inh: -2; Rv3671c inh: 6
